High-throughput results as filed in PubChem.
A3G deaminase: inhibitors of human APOBEC3G DNA deaminase; Q9HC16; recombinant A3G, ssDNA deamination FAM/TAMRA fluorescence; inhibition, % at 20 µM; hit rate 0.28% among 330,000;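 active means inhibition of at least 40% at 20 µM, with no more than 30% in the related APOBEC3A deaminase screen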;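 further: plate controls were DMSO wells with A3G for no effect and wells lacking A3G enzyme for full effect; some compounds called inactive have numbers as strong as hits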
Target sequence (Q9HC16 whole entry, looked up): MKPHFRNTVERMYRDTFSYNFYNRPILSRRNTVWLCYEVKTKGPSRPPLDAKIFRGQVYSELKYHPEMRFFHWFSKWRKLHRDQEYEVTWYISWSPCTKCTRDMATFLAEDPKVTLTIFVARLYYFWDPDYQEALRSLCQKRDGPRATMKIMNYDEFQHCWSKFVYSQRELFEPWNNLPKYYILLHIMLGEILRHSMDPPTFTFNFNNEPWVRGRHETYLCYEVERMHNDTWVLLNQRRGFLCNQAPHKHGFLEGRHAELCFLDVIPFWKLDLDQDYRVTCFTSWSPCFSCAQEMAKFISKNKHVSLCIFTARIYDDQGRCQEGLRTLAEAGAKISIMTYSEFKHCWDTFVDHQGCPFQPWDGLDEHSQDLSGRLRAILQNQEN
hIAP activ: human IAP activation; P09923; purified human IAP, CDP-Star luminescence, 30 min; stronger effect = higher value; 1 = vehicle-only enzyme, 0 = enzyme-free background; activation factor at 10 µM; hit rate 0.16% among 330,000; AID 2524;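 active means activation factor of the enzyme at least 2-fold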; further: the source names both 10 and 20 µM as test concentration; values of inactives mirror those of a sister screen read the other way
MPTP block: permeability transition pore inhibition; inhibition, % at 10 µM; isolated mouse mitochondria, Ca2+ swelling absorbance, 30 min; hit rate 1.4% among 360,000;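 active means inhibition of 50% or more, scaled per plate between neutral and stimulator controls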;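 further: 0% = DMSO wells given calcium and 100% = 1 mM EGTA wells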
mIAP inh: blocks mouse intestinal alkaline phosphatase; purified mouse IAP, CDP-Star luminescence, 30 min; inhibition, % at 10 µM; hit rate 0.2% among 330,000; AID 2806;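 active means inhibition of at least 40% at 10 µM in the primary screen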;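 further: plate controls were DMSO with enzyme for no effect and no enzyme wells for full effect; values of inactives mirror those of a sister screen read the other way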
A3A deaminase: inhibitors of human APOBEC3A DNA deaminase | P31941 | recombinant A3A, FAM/TAMRA ssDNA deamination fluorescence | inhibition, % at 20 µM | hit rate 0.41% among 330,000;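 active means at least 40% inhibition at 20 µM here, with at most 30% in a related deaminase screen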;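 further: plate controls were A3A with DMSO for no effect and wells lacking A3A enzyme for full effect; some results filed as inactive read as strong as hits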
Target sequence (P31941 whole entry, looked up): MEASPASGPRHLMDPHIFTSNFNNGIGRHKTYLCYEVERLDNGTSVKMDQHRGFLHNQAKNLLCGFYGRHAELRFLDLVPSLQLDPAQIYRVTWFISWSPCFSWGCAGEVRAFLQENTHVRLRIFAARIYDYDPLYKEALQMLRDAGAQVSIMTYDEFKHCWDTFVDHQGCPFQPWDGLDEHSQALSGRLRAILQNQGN
ATG4B inhibitor: ATG4B (human) cysteine protease inhibition. Q9Y4P1. ATG4B cleavage of LC3-PLA2, NBD-HPC fluorescence, 1 h. inhibition, % at 8.33 µM. hit rate 0.51% among 340,000. AID 504462; in the data active means inhibition above about 40%
Target sequence (Q9Y4P1 whole entry, looked up): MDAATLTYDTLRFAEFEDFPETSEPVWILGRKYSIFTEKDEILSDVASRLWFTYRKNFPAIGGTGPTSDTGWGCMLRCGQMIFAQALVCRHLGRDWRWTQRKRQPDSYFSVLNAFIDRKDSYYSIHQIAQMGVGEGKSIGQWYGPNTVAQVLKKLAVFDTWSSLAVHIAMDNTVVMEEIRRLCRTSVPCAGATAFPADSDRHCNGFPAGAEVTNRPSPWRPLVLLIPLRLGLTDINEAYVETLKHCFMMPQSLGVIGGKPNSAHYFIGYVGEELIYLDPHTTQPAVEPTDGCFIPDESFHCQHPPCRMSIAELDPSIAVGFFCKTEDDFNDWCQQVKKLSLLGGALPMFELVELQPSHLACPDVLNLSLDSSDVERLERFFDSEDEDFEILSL
beta cell repl: MIN6 beta-cell proliferation induction; proliferation, % at 10 µM; hit rate 0.29% among 330,000; MIN6 cells proliferation, ATPlite luminescence, 48 h; cells starved in 0.2% serum; 100% = growth in 10% serum;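 active means compounds whose signal lies at least 3.5 SD above the mean of all wells on their plate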;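 further: 0% = DMSO-treated cells in low-serum medium and 100% = 10% serum control; some compounds called inactive have numbers as strong as hits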
hIAP inh: blocks human intestinal alkaline phosphatase; hit rate 0.12% among 330,000; purified IAP, CDP-Star luminescence, 30 min; inhibition, % at 10 µM; P09923;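 active means inhibition reaching a set limit with compound at 10 µM in the primary screen, cut at about 35% in these data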;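 further: plate controls were DMSO wells with enzyme for no effect and no-enzyme buffer wells for full effect; values of inactives mirror those of a sister screen read the other way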
mIAP activ: increases mouse intestinal alkaline phosphatase activity | muIAP, CDP-Star luminescence, 30 min; stronger effect = higher value; 1 = vehicle-only enzyme signal, 0 = enzyme-free wells | activation factor at 10 µM | hit rate 0.24% among 330,000;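 active means activation factor of at least 2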; further: the source names both 10 and 20 µM as test concentration; values of inactives mirror those of a sister screen read the other way
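System: mouse IAP enzyme. Reagent: CDP-Star chemiluminescent phosphatase substrate. Benchmarks: DMSO wells, no-enzyme wells. Times: 30 min enzyme-substrate-compound incubation at room temperature. Detection: luminescence from enzymatic CDP-Star hydrolysis. Doses: test compounds delivered from DMSO solution.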
* hit, by the source's call; . = no result given.

SMILES	A3G deaminase	hIAP activ	MPTP block	mIAP inh	A3A deaminase	ATG4B inhibitor	beta cell repl	hIAP inh	mIAP activ
CCC1CCCCN1CCNC(=O)CNS(=O)(=O)c1ccc2nc(C)sc2c1 (stereo not given)	-5	1.1	4.9	6	-5	8	-4	-6	0.94
Cc1ccc(-n2ncc3c(=O)n(CC(=O)NC4CCCCC4)cnc32)cc1	-5	1.1	6.2	4	3	-7	-3	-11	0.96
CN(C)CCCNC(=O)c1cc(Br)ccc1O	-7	0.92	-0.3	0	-1	2	-1	8	1
COCCCNCC(O)C(F)(F)F (stereo not given)	-5	0.91	-0.3	9	5	-1	-4	9	0.91
O=C(NCc1csc2ccccc12)Nc1cc(Cl)cc(Cl)c1	-3	0.96	86*	-271	-2	9	-3	4	3.7*
COc1ccc(C)cc1S(=O)(=O)Nc1cc(Cl)ccc1Cl	7	1.1	1.5	0	5	-2	-3	-9	1
O=C(Nc1nc2ccc(S(=O)(=O)N3CCCC3)cc2s1)c1ccco1	-5	0.83	0.3	-3	9	3	0	17	1
O=C(OCC(=O)N1CCCC1=O)c1cc2ccccc2o1	-8	1.2	-0.8	-8	2	3	-3	-24	1.1
CCOc1ccc(CCNC(=O)C2CCCN(c3ncnc4c3nc3n4CCCCC3)C2)cc1 (stereo not given)	-9	1.1	0.6	-1	-4	-5	1	-11	1
COCCCNC(=O)CC1C[C@H](C(=O)N2CCCCC2)[C@@]2(C)c3[nH]c4ccc(OC)cc4c3CCN2C1=O (stereo not given in full)	1	.	0.3	-15	0	3	.	.	1.2
O=C(Nc1ccc2c(c1)OCCO2)c1cc(-n2cnnc2)ccc1Cl	-8	1.1	-5.4	-12	-1	-2	-3	-10	1.1
Nc1nc(N)c(N=O)c(OCC2CCCCC2)n1	-1	1.1	5.0	-10	3	4	-1	-11	1.1
Cc1cccc(Nc2nc(N)c([N+](=O)[O-])c(N3CCN(C)CC3)n2)c1	-8	0.88	0.6	10	-3	4	0	12	0.9
CC(=O)Nc1cc2c(cc1NC(=O)Cn1nc(-c3ccc(F)cc3)ccc1=O)OCCO2	-9	0.9	-1.0	-3	-3	-4	0	10	1
O=C1CC(c2ccc(Cl)cc2)n2nc(N3C(=O)CCC3=O)nc2N1 (stereo not given)	-2	0.92	-0.6	-1	9	-8	-1	8	1
CC(C)(C)c1ccc(C(=O)O/N=C(\N)c2ccccn2)cc1	-11	1	-1.0	7	-4	2	-4	-4	0.93
O=C(NCc1ccco1)c1cc(NS(=O)(=O)c2cccc([N+](=O)[O-])c2)ccc1O	-6	1	2.0	4	-2	-10	-3	0	0.96
COc1ccc(CNc2nc3ccccc3s2)cc1OC	1	1.2	1.1	5	-2	-4	-1	-16	0.95
CCN(CC)S(=O)(=O)c1ccc(C(=O)NCc2ccc(C)cc2)cc1	3	1.1	-0.1	5	17	-5	-2	-11	0.95
COc1cc(OC)c(C(=O)OCC(=O)N2CCOCC2)cc1OC	-7	1.1	0.5	5	0	-8	0	-6	0.95
Cc1ccc(CNC(=O)[C@H](Cc2ccccc2)NC(=O)C2CCNCC2)cc1	1	0.77	-1.1	0	3	5	-2	23	1
Cc1cc(NC(=O)CN(C)S(=O)(=O)c2ccc(-c3ccc(=O)[nH]n3)s2)ccc1Br	-6	1.2	0.7	-4	-9	-6	-3	-18	1
CSCC[C@H](NC(=O)NCc1cccs1)C(=O)O	-7	1.1	-9.0	11	-6	2	-4	-10	0.89
Cc1ccc(S(=O)(=O)N2CCN(C3CC4CCC3C4)CC2)cc1 (stereo not given)	-10	1.1	0.3	0	-3	-6	6	-8	1
COc1ccc(-c2oc3ccc(-c4cc(OC)c(OC)c(OC)c4)cc3c2-c2ccc(OC)nc2)cc1	-4	0.83	1.4	-1	4	10	-6	17	1
CCOC(=O)N1CCN(Cc2ccc3ccccc3c2)CC1	-5	0.88	-0.5	0	-3	-5	-3	12	1
COC(=O)/C(C#N)=C/c1ccc(C)o1	-12	1.1	-2.8	0	-6	-4	-2	-5	1
COc1ccc(NS(=O)(=O)c2cccc(C(=O)NCC3(N4CCCCC4)CCCCC3)c2)cc1	-8	0.95	-1.2	0	-4	-7	0	5	1
FC(F)(F)c1cnc(C(c2ccccc2)c2ncn[nH]2)c(Cl)c1 (stereo not given)	-7	1.1	0.0	-12	-4	7	-3	-12	1.1
O=C(NCc1ccccc1)c1ccc2nccnc2c1	-5	0.93	-1.4	2	3	-12	-1	7	0.98
COc1cccc(NC(=S)N2CCN(c3ccccn3)CC2)c1	-9	0.9	16	-6	-8	3	-2	10	1.1
CN(C)CC/C=C1/c2ccccc2CS(=O)(=O)c2ccccc21	2	1.1	2.9	1	5	5	-3	-6	0.99
Cc1cc(C=O)c(C)n1-c1ccc(Oc2ccc([N+](=O)[O-])cn2)cc1	-8	1	-0.5	-9	-4	8	2	0	1.1
S=C(NCc1ccccn1)Nc1ccccc1	-4	1	2.6	-1	0	-6	-2	-2	1
CC1(C)CC(=O)C2=C(C1)OC(N)=C(C#N)C2c1ccc(OC(=O)N2CCOCC2)cc1 (stereo not given)	-5	1.1	1.6	0	-2	0	-1	-7	0.99
Cn1cccc1CC(=O)N/N=C/C(Cl)=C/c1ccccc1	-9	0.86	-0.6	14	-4	-12	-3	14	0.86
CCn1cc(C(=O)Nc2ccccc2C(=O)OC)cn1	-1	1.1	0.4	10	2	-1	-2	-6	0.9
COc1ccc(CN(C(=O)c2ccco2)c2ccc(Br)cc2)cc1OC	1	0.95	0.2	-2	3	0	1	5	1
Cc1ccc(-c2cc(C(=O)N(C)Cc3cnn(C)c3C)c3cc(Br)ccc3n2)cc1	0	0.93	0.3	0	5	-4	-3	8	1
CCn1c(Cc2cccs2)nnc1SCC(=O)NC1CC1	-13	0.91	-0.3	7	-3	1	-2	9	0.93
Cc1ccc(OC(=O)N2CCOCC2)cc1	-4	1.1	-0.5	-2	-2	-9	1	-10	1
COc1ccc(NC(=O)C2CCCN2S(=O)(=O)c2cccc3cccnc23)cc1OC (stereo not given)	2	1.3	-0.5	2	2	-13	0	-28	0.98
CCOc1ccccc1C1CC(c2ccc(Br)cc2)Nc2nc(N)nn21 (stereo not given)	-1	0.98	-1.7	5	-2	0	-3	2	0.95
O=C(COC(=O)C1CCC(=O)N1)Nc1ccc(Cl)cc1Cl (stereo not given)	-5	1	-4.2	6	3	-11	0	-2	0.94
C=CCNC(=S)Nc1ccc2nc(C)oc2c1	-9	1.1	-0.6	2	4	9	-2	-11	0.98
Cc1ccc(NC(=O)c2ccccn2)c(Br)c1	-3	1	1.2	10	1	-10	-1	0	0.9
CCOC(=O)CN(C(=O)CNC(=O)c1ccco1)C(C(=O)NC1CCCC1)c1ccccc1OCC (stereo not given)	3	1.1	-0.5	12	2	-9	0	-14	0.88
COc1ccccc1NC(=S)NC(=O)Cc1ccc(Cl)cc1	-3	0.85	0.9	6	-2	6	-2	15	0.94
COc1ccc(/C=N/NC(=O)c2cccc(NC(C)=O)c2)c(OC)c1	-9	1	-1.9	-2	-3	-3	-3	-2	1
Cc1cc(C(=O)CSc2nc3ccc(Cl)cc3[nH]2)c(C)n1Cc1ccco1	1	1.2	51*	17	5	-3	-6	-19	0.83
CCOC(=O)Cc1csc(NS(=O)(=O)c2cccc([N+](=O)[O-])c2)n1	-6	0.96	-1.3	-6	-6	-11	-2	4	1.1
COc1cccc(NC(=O)CNC(=O)Cn2cnc3sc4c(c3c2=O)CCCC4)c1	-1	1.2	-1.9	5	5	-17	0	-17	0.95
Cc1ccccc1N/N=C/c1ccc(C#N)cc1	-6	1	12	9	1	-9	0	-2	0.91
Cc1ccc(NC(=O)NCCCN2CCCC2=O)cc1C	-1	1.1	1.1	2	0	-2	1	-5	0.98
Cc1ccc(CNC(=O)CCC2CCCN(Cc3cccc4cccnc34)C2)o1 (stereo not given)	-8	1	-1.8	-7	2	14	-3	-4	1.1
Cc1ccccc1C(=O)Oc1ccc(Sc2ccc(O)cc2)cc1	-9	0.93	.	9	-6	.	-4	7	0.91
Cc1cc(O)c(C2(O)C(=O)Nc3cc(Br)ccc32)cc1C (stereo not given)	-3	0.87	-0.1	-6	5	-5	-5	13	1.1
CC(=O)Nc1ccc(/C=N/OCC(=O)Nc2ccc(C)cc2)cc1	-5	1.1	0.6	-10	-4	31	-5	-6	1.1
CCOCCCN1CC(C(=O)NCCc2ccc(C)cc2)CC1=O (stereo not given)	-6	0.99	0.1	-4	-1	3	-1	1	1
O=C(C1CCCN(CCCc2ccccc2)C1)N1CCCCC1 (stereo not given)	-3	0.93	-0.4	12	-2	17	2	7	0.88

A few values from the entries so far:
Reading of `Cc1ccc(CNC(=O)CCC2CCCN(Cc3cccc4cccnc34)C2)o1` (stereo not given) in MPTP block: -1.8
Reading of `Cc1cccc(Nc2nc(N)c([N+](=O)[O-])c(N3CCN(C)CC3)n2)c1` in mIAP inh: 10

Next section.
SMILES	A3G deaminase	hIAP activ	MPTP block	mIAP inh	A3A deaminase	ATG4B inhibitor	beta cell repl	hIAP inh	mIAP activ
CCOC(=O)CSc1nc2cc(C(=O)N3CCCC3)ccc2c(=O)n1Cc1ccccc1	0	0.93	-1.9	12	-4	-16	-1	7	0.88
Cc1ccc(CN2C(=O)CCC2C(=O)NC(C)C)cc1 (stereo not given)	-2	0.97	-1.4	-7	2	8	0	3	1.1
COC(=O)c1cc(-c2ccc(OC)c(OC)c2)c2c(=O)[nH]c(=O)n(C)c2n1	-7	1.3	1.4	9	2	6	8	-32	0.91
Cc1ccc(C(=O)Nc2cccc(NC(=O)c3cccnc3)c2)cc1	0	0.88	2.0	8	4	5	0	12	0.92
C/C(=N/NC(=O)CSc1nc2ccccc2n1C)c1ccc(O)cc1	-5	1.1	0.3	-2	1	-4	2	-8	1
CCC(C(=O)NCCCN1CC(C)CC(C)C1)n1ncn2c(cc3occc32)c1=O (stereo not given)	6	0.78	0.2	-9	4	6	-1	22	1.1
COc1cc2[nH]c(=O)n(CCC(=O)N3CCN(Cc4ccccc4)CC3)c(=O)c2cc1OC	-9	1.1	2.0	9	1	-2	2	-7	0.91
CCCc1ccc(C(=O)NNc2ccccc2F)cc1	-10	0.99	3.1	3	0	-2	-1	0	0.97
COc1ccccc1/C=C/C(=O)NCCC1=CCCCC1	-7	1.2	0.9	4	-3	11	0	-17	0.95
O=C(O)CCCNS(=O)(=O)c1ccc2c(c1)OCCCO2	-4	0.99	0.6	3	-3	36	0	1	0.97
CCOC(=O)c1cnc(-n2nc(C)cc2C)nc1Oc1ccc(C#N)cc1	-7	1.1	0.9	-6	-2	6	-2	-6	1.1
Cc1cc(Nc2ccc(Cl)cc2)nc(N)n1	-9	1	1.0	2	-6	15	-2	-3	0.98
COc1ccc(C(C)=O)cc1CSc1nc2ccccc2c(=O)n1-c1ccccc1C	-8	0.96	1.1	-1	0	53*	0	4	1
COc1cccc(N2C(=O)CC(Nc3ccc(N4CCOCC4)cc3)C2=O)c1 (stereo not given)	-13	1	1.1	10	-4	-16	-3	-1	0.9
COc1ccc(OC)c(C2=NOC(C(=O)NCc3cccnc3)C2)c1 (stereo not given)	-6	0.98	0.4	-6	0	14	-4	2	1.1
O=C(CCn1cnc2ccccc2c1=O)Nc1cccc(Cl)c1	3	1.1	-2.0	-3	3	-14	-4	-8	1
